Bioassay records: PubChem, several laboratories
ABHD5 PLIN5 PPI: blocks binding of human ABHD5 to perilipin-5; Split G. princeps luciferase complementation, luminescence, 4 h; inhibition, % at 4 µM; actives 0.78% (n = 360,000); AID 602281;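 active = inhibition above the mean inhibition across every tested compound plus 3 SD, cut at about 22% in these data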;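 also: 0% = DMSO only wells and the 100% control is not disclosed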
PDI inh: blocks human protein disulfide isomerase activity. inhibition, % at 10 µM. actives 0.052% (n = 350,000). PDI insulin aggregation turbidity, A650, 90 min. AID 588391;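 active = mean inhibition across replicates of 30% or more, whatever share of single replicates reach that level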;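 also: absorbance from insulin aggregation driven by PDI reduction with DTT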
Exocytosis inh: blocks lytic granule exocytosis; inhibition, % at 10 µM; TALL-104 LAMP-1 surface exposure, flow cytometry; cells stimulated with thapsigargin and PMA; actives 0.66% (n = 360,000); AID 651702;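 active = inhibition above about 55%, limit read from the data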
CaV13 ICDI inh: Disruptors of the CACNA1D IQ motif to Ca2+-dependent inactivation inhibitor domain association, primary screening, Förster resonance energy transfer in intact living …. inhibition, % at 12.3 µM. actives 0.098% (n = 340,000). HEK cells, CFP/YFP FRET ICDI-IQ, plate reader, 10 min; percent FRET-ratio fall versus neutral wells. AID 743397;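 active = mean replicate inhibition of at least 30% and at least 1% of replicates passing that level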;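 also: 0% = median of the neutral control wells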
ABCB6 inh MLPCN: inhibitors of human ABC transporter ABCB6. Q9NP58. K562-ABCB6 porphyrin accumulation, flow cytometry, 1 h; hits give low values. fluorescence ratio to DMSO, % at 10 µM. actives 0.19% (n = 360,000);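 active = fluorescence ratio to DMSO below 75%, the collection mean minus 3 SD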;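 also: signal is porphyrin accumulated inside mitochondria; 100% equals median channel fluorescence of DMSO control wells; lower ratio means ABCB6 inhibition with less porphyrin fluorescence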
Target sequence (Q9NP58 whole entry, looked up): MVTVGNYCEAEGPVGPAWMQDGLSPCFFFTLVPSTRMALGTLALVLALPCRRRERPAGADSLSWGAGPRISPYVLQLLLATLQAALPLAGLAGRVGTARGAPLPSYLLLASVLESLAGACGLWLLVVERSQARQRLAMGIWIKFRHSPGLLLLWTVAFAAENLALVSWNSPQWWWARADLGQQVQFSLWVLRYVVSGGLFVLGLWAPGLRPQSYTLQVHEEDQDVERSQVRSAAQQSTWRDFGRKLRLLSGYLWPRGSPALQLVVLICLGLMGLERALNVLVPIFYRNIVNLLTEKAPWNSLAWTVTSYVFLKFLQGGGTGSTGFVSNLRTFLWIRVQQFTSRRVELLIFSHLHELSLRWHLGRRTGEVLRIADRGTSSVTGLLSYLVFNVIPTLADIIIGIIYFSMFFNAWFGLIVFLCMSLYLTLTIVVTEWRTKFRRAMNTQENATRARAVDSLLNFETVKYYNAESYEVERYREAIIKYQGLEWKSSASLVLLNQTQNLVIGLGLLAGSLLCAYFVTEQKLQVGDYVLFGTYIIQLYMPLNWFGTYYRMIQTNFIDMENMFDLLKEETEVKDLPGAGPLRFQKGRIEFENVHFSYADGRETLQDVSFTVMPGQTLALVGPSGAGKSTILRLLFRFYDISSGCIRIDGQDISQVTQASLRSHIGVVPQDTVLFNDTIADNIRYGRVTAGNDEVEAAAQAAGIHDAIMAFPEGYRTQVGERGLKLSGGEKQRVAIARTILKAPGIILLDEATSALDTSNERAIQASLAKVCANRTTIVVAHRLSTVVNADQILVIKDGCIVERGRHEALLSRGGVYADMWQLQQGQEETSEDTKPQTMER
m5-HT2A agonist: agonists of mouse serotonin 5-HT2A receptor (HTR2A). CHO-K1 mHTR2A beta-arrestin complementation, luminescence; percent of 30 µM serotonin response. AID 624169. P35363. actives 0.66% (n = 360,000). activation, % at 7.6 µM;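 active = activation above a run cutoff, the mean activation of all tested compounds plus 3 SD, cut at about 14% in these data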;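 also: 0% = plate median of compound wells and 100% = 30 µM serotonin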
MC4R antag cAMP: antagonists of human melanocortin 4 receptor (MC4R) | P32245 | MC4R-expressing cells, MTII-stimulated cAMP, LANCE TR-FRET | inhibition, % at 6.5 µM | actives 0.48% (n = 360,000);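 active = inhibition above its plate's cutoff, the mean of tested wells on that plate plus 3 SD, cut at about 29% in these data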;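 also: 0% = Melanotan II alone and 100% = Melanotan II plus saturating MCL0020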
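Material – human MC4R-expressing U2OS cells · Repeats – no replicates · Detection – TR-FRET with Eu-cAMP and labeled anti-cAMP, 671 nm · Times – compound 30 min, challenge 1 h, detection 1 h · Compound – single nominal compound dose of 6.5 µM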
Glyco luc inh: N-linked glycosylation inhibition. D54 ERlucT glycosylation luciferase reporter, 24 h; percent of 100 nM tunicamycin response. reporter increase, % at 12.5 µM. actives 0.23% (n = 360,000). AID 588692;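 active = mean luciferase reporter signal, scaled so untreated is 0 and the glycosylation-blocking control 100, at or above a set limit in every replicate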;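 also: luciferase carries N-glycosylation sites so blocking glycosylation raises the light; 0% = median of neutral control wells and 100% = median of 100 nM tunicamycin wells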
H9c2 protect: protects H9c2 cardiomyocytes from peroxide injury; H2O2 injury protection, ATPLite, 2 h; protection from H2O2 cell death, % at 20 µM; AID 588492; actives 0.63% (n = 360,000);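 active = compounds giving at least 50% protection of heart cells from peroxide-induced death in the single-dose screen, raw or plate-pattern-corrected value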;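 also: 0% = DMSO wells with peroxide and 100% = DMSO wells without peroxide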
MC4R ag barr: activates human MC4R beta-arrestin recruitment; AID 540308; activation, % at 8.9 µM; P32245; U2OS MC4R beta-arrestin complementation, luminescence; percent of melanotan II response, DMSO zero; actives 0.98% (n = 360,000);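 active = activation above a per-plate cutoff, the mean activation of sample wells on that plate plus 3 SD, cut at about 8% in these data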
Starred values were filed as active, the others as inactive; . = not tested or not shown.

SMILES	ABHD5 PLIN5 PPI	PDI inh	Exocytosis inh	CaV13 ICDI inh	ABCB6 inh MLPCN	m5-HT2A agonist	MC4R antag cAMP	Glyco luc inh	H9c2 protect	MC4R ag barr
O=C(CN1CCCc2ccccc21)NC(=O)NC1CCCCC1	-2.5	-0.5	-0.1	-18.3	101.0	1.3	2.3	-1.7	-6.3	-2.0
CC(C)=NOc1nc(N(C)C)nc(N2CCOCC2)n1	2.4	3.5	-0.1	2.1	93.0	2.8	4.6	0.0	4.2	-0.8
O=C1NC(c2ccccc2)N=C2Oc3ccccc3C=C12 (centres undefined)	17.3	-14.3	-5.3	-4.0	97.0	-2.4	5.2	12.4	15.1	0.7
COc1ccc(C(NC(=O)C2CCN(CCCc3ccccc3)CC2)c2ccccn2)cc1 (centres undefined)	15.0	-3.5	-2.2	.	98.0	5.2	-2.6	-0.8	19.6	-1.9
COc1cccc(C(=O)Nc2ccccc2F)c1	0.5	-6.9	-0.8	-4.4	96.0	-4.2	-3.0	-0.1	-6.4	-2.2
COc1cc(C(=O)NC(=S)N2CCCCCC2)cc(OC)c1OC	0.6	0.6	-2.9	-2.3	99.0	0.6	16.3	0.4	1.1	-1.7
COc1ccc(CCN2CC(C(=O)NCCN3CCOC3=O)CCC2=O)cc1 (centres undefined)	3.9	10.8	5.8	-11.0	97.0	0.1	10.4	-0.2	4.4	-2.4
COc1ccc(-n2c(CCc3ccccc3)nnc2SCC(=O)NCc2ccccc2)cc1	5.4	4.6	2.3	-4.3	92.0	-5.3	1.9	-2.6	2.7	-0.7
COC(=O)c1ccccc1NC(=O)C1CC=CCC1C(=O)O (centres undefined)	-5.1	16.9	-0.8	-5.9	92.0	-1.9	0.0	.	10.3	1.0
Cn1cnnc1SCC(=O)NN1C(=O)NC(C)(c2ccccc2)C1=O (centres undefined)	-3.2	0.5	-3.3	-6.7	95.0	-0.6	12.0	2.1	-4.9	-3.0
C[C@]12CCC(=O)CC1CCC1C2CC[C@@]2(C)C1CC[C@@]21CCO1 (some centres undefined)	-2.9	-8.1	-16.1	-4.2	96.0	3.3	10.8	-2.6	-7.0	6.8
C[C@@H]1CN([C@H](C)CO)C(=O)c2cccc(NC(=O)c3ccncc3)c2O[C@@H]1CN(C)Cc1ccc(C(=O)O)cc1	8.4	5.9	-4.3	-5.6	100.0	3.0	13.0	1.2	4.0	1.0
O=C(COC(=O)/C=C/c1cccc(C(F)(F)F)c1)Nc1cccc(S(=O)(=O)NC2=NCCC2)c1	-1.6	-1.8	-8.3	-4.0	101.0	-3.2	19.8	0.0	-0.4	0.3
Cn1c(=O)c2cn(Cc3ccc(Cl)cc3)cc2n(C)c1=O	2.8	-4.7	-1.6	-11.4	105.0	-2.5	-12.8	6.8	10.0	-1.1
COC(=O)c1ccc(C(=O)N2CCCC(N3CCN(c4ccc(F)cc4)CC3)C2)nc1 (centres undefined)	-4.7	-4.3	-15.9	-6.7	99.0	-12.8	7.7	4.7	3.1	2.5

Random excerpt: three compounds from above, in no set order.
SMILES	ABHD5 PLIN5 PPI	PDI inh	Exocytosis inh	CaV13 ICDI inh	ABCB6 inh MLPCN	m5-HT2A agonist	MC4R antag cAMP	Glyco luc inh	H9c2 protect	MC4R ag barr
COc1ccc(CCN2CC(C(=O)NCCN3CCOC3=O)CCC2=O)cc1 (centres undefined)	3.9	10.8	5.8	-11.0	97.0	0.1	10.4	-0.2	4.4	-2.4
C[C@]12CCC(=O)CC1CCC1C2CC[C@@]2(C)C1CC[C@@]21CCO1 (some centres undefined)	-2.9	-8.1	-16.1	-4.2	96.0	3.3	10.8	-2.6	-7.0	6.8
O=C1NC(c2ccccc2)N=C2Oc3ccccc3C=C12 (centres undefined)	17.3	-14.3	-5.3	-4.0	97.0	-2.4	5.2	12.4	15.1	0.7

Remaining list, next part.
SMILES	ABHD5 PLIN5 PPI	PDI inh	Exocytosis inh	CaV13 ICDI inh	ABCB6 inh MLPCN	m5-HT2A agonist	MC4R antag cAMP	Glyco luc inh	H9c2 protect	MC4R ag barr
CCOC(=O)N1CCN(C(=O)c2c[nH]c3ccc(S(=O)(=O)N(C)c4cccc(C)c4)cc3c2=O)CC1	0.7	-7.4	-3.6	-7.4	98.0	-4.3	-2.4	0.2	0.1	-3.0
CC(C)N1CCCC(C)(C(=O)Nc2nc3ccccc3[nH]2)C1 (centres undefined)	6.4	-3.8	-4.1	-4.3	95.0	0.5	-4.0	0.3	4.8	-0.5
O=C(COc1ccccc1)Nc1ccc(N2CCCCC2)cc1	-5.3	-2.4	-3.5	-6.2	100.0	-13.6	16.8	-0.9	-8.7	5.9
C=Cc1ccc(Cn2c(=O)n(C)c(=O)c3sccc32)cc1	5.2	2.0	-4.3	-2.0	96.0	2.2	3.5	4.6	-15.7	-0.7
CC(C)(C)NS(=O)(=O)c1ccc(NC(=O)C(Sc2ccccc2)c2ccccc2)cc1 (centres undefined)	-15.3	-11.9	0.3	-4.8	96.0	-8.8	23.1	-7.3	-13.4	1.1
CN(C(=O)c1ccc2c(c1)OCO2)C1CCCCC1	1.9	-0.1	1.1	-1.9	100.0	1.5	7.7	-0.5	-1.4	-1.6
COc1ccc(Nc2nc(C)nc3sc4c(c23)CCC4)cc1O	-0.1	0.8	0.9	3.2	90.0	-2.3	-14.8	23.8	-5.2	0.8
CCOC(=O)N1CCC(=NNC(=O)c2cc3ccccc3cc2O)CC1	-6.5	0.0	-1.2	-9.6	100.0	-1.6	-7.3	4.0	19.0	-3.5
Cc1ccn2c(CC(C)(C)C)c(-c3ccc(F)cc3)nc2c1	-9.4	1.5	0.3	-7.1	102.0	-2.5	-1.1	-6.8	-34.4	1.4
CC1CCCCN1C(=O)COC(=O)/C=C/c1ccc2ccccc2n1 (centres undefined)	12.2	-1.5	-0.8	-4.6	98.0	0.7	3.7	-3.3	-4.4	-1.8
CCOC(=O)C1=C(COC(=O)CNC(=O)c2ccc(Cl)cc2Cl)NC(=O)NC1C (centres undefined)	-1.9	0.2	1.5	-15.1	98.0	-2.1	10.3	-0.6	13.4	-1.1
CC(c1ccco1)N(C(=O)c1cccc(Br)c1)c1ccccn1 (centres undefined)	-2.2	4.4	4.0	-5.7	98.0	-5.9	8.2	-1.8	-4.5	2.4
Cc1ccc(NC(=O)N2CCCC(c3nc(-c4ccc(F)cc4)no3)C2)cc1 (centres undefined)	-3.0	5.2	10.9	-4.3	95.0	0.3	1.8	-0.2	-7.2	-1.5
O=C(c1ccc(Br)o1)N1CCN(c2ccccc2F)CC1	-1.1	8.2	4.3	-3.8	93.0	2.4	-5.7	-0.5	0.6	-1.2
COc1ccc(/C=N/NS(=O)(=O)c2ccc(C)cc2)cc1OC(=O)c1ccccc1	2.4	1.2	6.1	-5.7	95.0	-3.6	10.7	-2.3	-0.4	0.5
Cc1cccc(/C=N/c2sc3c(c2C(=O)OC(C)(C)C)CCN(C)C3)c1O	-3.0	7.0	3.4	-7.4	95.0	-2.9	0.9	-3.7	14.7	-1.2
CCOc1ccc(N(CC(=O)N/N=C/c2cccnc2)S(C)(=O)=O)cc1	0.8	0.1	-3.3	-5.2	108.0	8.0	30.6*	-4.0	13.1	1.0
Cc1cccnc1NC(=O)c1ccccc1NC(=O)C(C)(C)C	3.1	-9.1	-1.8	-3.9	94.0	-0.6	-2.9	0.7	4.9	-1.7
CC(C(=O)OCC(=O)N(C)C1(C#N)CCCCC1)N1C(=O)c2ccccc2C1=O (centres undefined)	-5.2	3.1	2.5	-17.1	92.0	7.3	3.6	-1.5	2.0	-2.7
Cc1ccc(S(=O)(=O)CC(=O)Nc2nc(C(C)(C)C)cs2)cc1	-10.5	8.2	9.2	-2.0	95.0	18.8*	11.4	1.4	-10.6	4.0
CCOc1ccc(NC(=O)CN(C)C(=O)c2ccccc2SCc2c(C)noc2C)cc1OCC	1.3	-0.2	-4.9	-5.3	98.0	-1.9	1.9	1.2	7.4	-3.1
CCOC(=O)CC(NC(=O)CCc1c(C)nc2nc(C)nn2c1C)c1ccc(C)cc1 (centres undefined)	1.0	2.2	-3.4	-1.3	102.0	2.5	-0.2	-0.5	-5.7	-0.3
COC(=O)Cc1ccc(N(Cc2ccccc2F)S(=O)(=O)c2ccc(C)cc2)cc1	-4.5	-0.8	-0.8	-3.0	103.0	-8.6	1.3	-1.1	-6.6	0.0
CCc1c(C)nc2ncnn2c1N1CCCC(C(=O)NCc2ccc3c(c2)OCO3)C1 (centres undefined)	-0.5	-4.3	3.4	-4.3	100.0	1.3	7.2	-1.1	-4.9	-0.4
CC(=O)O[C@H]1CC(=O)OC(C)(C)C2CC(=O)[C@]3(C)C(CC[C@@](C)([C@@H](O[C@@H]4O[C@H](CO)[C@@H](O)[C@H](O)[C@H]4O)c4ccoc4)[C@@]34O[C@@H]4C(=O)O)[C@]21C (some centres undefined)	0.4	.	-4.0	.	100.0	9.7	18.6	-1.2	2.2	-0.5
CC(C)[C@H](NC(=O)c1ccccc1)C(=O)OCC(=O)N1CCCc2ccccc21	-5.3	18.4	-2.5	-1.8	96.0	-0.5	5.7	0.0	-5.6	-0.1
COc1ccc(/C=C/C(=O)N(c2ccccn2)C2CCCCC2)cc1OC	-7.9	0.7	0.2	-4.0	87.0	-2.2	0.6	-1.4	1.3	-1.0
C[C@@H](NC(=O)c1nc[nH]c1C(=O)N1CCN(C(=O)OC(C)(C)C)CC1)c1ccccc1	-12.3	-1.8	-4.4	-4.8	96.0	-1.4	15.2	-6.2	9.0	-0.2
Cc1ccc(C(=O)Nc2cccc(S(=O)(=O)N(C)c3ccccc3)c2)o1	9.6	2.6	-2.0	-4.7	81.0	-6.9	2.3	-1.9	-0.6	0.6

Compounds listed so far with bromine, in the order listed:
SMILES	ABHD5 PLIN5 PPI	PDI inh	Exocytosis inh	CaV13 ICDI inh	ABCB6 inh MLPCN	m5-HT2A agonist	MC4R antag cAMP	Glyco luc inh	H9c2 protect	MC4R ag barr
CC(c1ccco1)N(C(=O)c1cccc(Br)c1)c1ccccn1 (centres undefined)	-2.2	4.4	4.0	-5.7	98.0	-5.9	8.2	-1.8	-4.5	2.4
O=C(c1ccc(Br)o1)N1CCN(c2ccccc2F)CC1	-1.1	8.2	4.3	-3.8	93.0	2.4	-5.7	-0.5	0.6	-1.2
